Bioassay records from PubChem.
TROY signal inh = blocks TROY-dependent signaling in reporter cells; Q293 LMP1-TROYcd NF-kB luciferase reporter, 4 h; inhibition, % at 10 µM; actives 0.98% (n = 360,000); AID 1347056;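 active = compounds whose plate-normalised and pattern-corrected inhibition of the luciferase reporter signal at the single screening dose is 50% or more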
TLR9-MyD88 block = blocks human TLR9 binding to MyD88. Q9NR96+Q99836. CHO BLA complementation TLR9-MyD88, CCF4 FRET ratio. inhibition, % at 4.98 µM. actives 0.21% (n = 340,000);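 active = inhibition above the mean over all tested compounds plus 3 SD, cut at about 21% in these data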;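 also: 0% = DMSO only wells and 100% = clavulanate BLA inhibitor control wells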
COUP-TFII inh = inhibitors of human COUP-TFII (NR2F2); HEK293T NGFI-A luciferase reporter, luminescence; inhibition, % at 8.6 µM; actives 0.7% (n = 370,000); AID 686940;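 active = inhibition above a per-plate cutoff, mean inhibition of test wells between control levels plus 3 SD, cut at about 38% in these data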;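 also: cells cotransfected with COUP-TFII expression vector driving the NGFI-A reporter; 0% = median of COUP-TF2 test wells and 100% = reporter-only cells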
Target sequence (P24468 whole entry, looked up): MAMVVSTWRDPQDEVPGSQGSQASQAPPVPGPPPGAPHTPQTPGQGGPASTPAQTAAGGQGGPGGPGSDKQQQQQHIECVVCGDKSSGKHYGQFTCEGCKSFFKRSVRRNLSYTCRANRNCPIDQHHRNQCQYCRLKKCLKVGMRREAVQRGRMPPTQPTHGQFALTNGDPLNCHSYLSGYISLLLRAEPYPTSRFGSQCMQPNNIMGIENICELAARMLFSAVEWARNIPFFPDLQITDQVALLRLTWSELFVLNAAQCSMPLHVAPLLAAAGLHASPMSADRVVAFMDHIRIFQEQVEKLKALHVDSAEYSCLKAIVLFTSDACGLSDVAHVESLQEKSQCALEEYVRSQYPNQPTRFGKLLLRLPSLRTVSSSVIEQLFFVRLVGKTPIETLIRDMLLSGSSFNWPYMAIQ
LMP1 NFkB inh = inhibitors of Epstein-Barr LMP1-induced NF-kappaB reporter; LMP1-induced NF-kappaB luciferase reporter cells, luminescence; inhibition, % at 12.5 µM; actives 0.69% (n = 350,000); AID 504558; in the data active = inhibition above about 41%;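 also: 0% = neutral control wells and 100% = reference inhibitor control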
TRAIL sens C8 = caspase-8 TRAIL sensitization; NB7+C8 cells + TRAIL, ATPlite viability luminescence; inhibition (viability loss, TRAIL sensitization), % at 10 µM; actives 1% (n = 360,000);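 active = compounds causing at least 50% loss of cell viability in the single-dose screen, relative to plate controls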
NCOA1 inh = inhibitors of human steroid receptor coactivator 1 (SRC1). inhibition, % at 3.6 µM. AID 588354. HEK293 GAL4-SRC1 luciferase reporter, luminescence. Q15788. actives 0.12% (n = 360,000);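 active = inhibition above the campaign mean plus 3 SD, with each screening campaign given its own cutoff, cut at about 60% in these data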;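 also: 0% = DMSO treated cells and 100% = gossypol at 36 µM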
SRC3 inh = inhibits human SRC3 coactivator | Q9Y6Q9 | HEK293 GAL4-SRC3 luciferase reporter, luminescence | inhibition, % at 3.6 µM | actives 0.17% (n = 360,000) | AID 588352;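 active = inhibition above a per-campaign cutoff, the mean of all compounds plus 3 SD, cut at about 60% in these data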;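 also: 0% = DMSO-treated cells and 100% = gossypol-treated cells at 36 µM; higher means less SRC3-driven luciferase light from the GAL4 reporter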
LRH-1 inv ag = NR5A2 inverse agonism in reporter assay. actives 0.13% (n = 360,000). inhibition, % at 3.6 µM. HEK293T StAR-luciferase reporter, LRH-1 transfected, 24 h;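 active = inhibition above the mean inhibition of all tested compounds plus 3 SD, cut at about 73% in these data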;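 also: 0% = DMSO wells and 100% = reporter-only cells lacking LRH-1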
SRC2 inh = human SRC2 (NCOA2) inhibition. inhibition, % at 9 µM. actives 0.17% (n = 370,000). HEK293 GAL4-SRC2 luciferase reporter, luminescence. Q15596;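 active = inhibition above the mean inhibition of all tested compounds plus 3 SD, set per campaign, cut at about 52% in these data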;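 also: 0% = DMSO treated cells and 100% = cells given Gossypol at 36 µM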
Vif imaging = blocks HIV Vif function; HEK293T cells, Vif self-association by quenched fluorescence, imaging, 24 h; inhibition, % at 7.49 µM; actives 0.35% (n = 340,000); AID 602346; in the data active = inhibition above about 50%, passing the limit was not always enough; also: some results filed as inactive read as strong as hits
NOD2 RIPK2 PPI = inhibitors of human NOD2-RIPK2 interaction; actives 0.38% (n = 360,000); O43353; AID 624267; CHO BLA complementation NOD2-RIPK2, CCF4 ratio; inhibition, % at 4.98 µM; in the data active = inhibition above about 21%;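 also: 0% = vehicle only and 100% = reference blocker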
Target sequence (O43353 whole entry, looked up): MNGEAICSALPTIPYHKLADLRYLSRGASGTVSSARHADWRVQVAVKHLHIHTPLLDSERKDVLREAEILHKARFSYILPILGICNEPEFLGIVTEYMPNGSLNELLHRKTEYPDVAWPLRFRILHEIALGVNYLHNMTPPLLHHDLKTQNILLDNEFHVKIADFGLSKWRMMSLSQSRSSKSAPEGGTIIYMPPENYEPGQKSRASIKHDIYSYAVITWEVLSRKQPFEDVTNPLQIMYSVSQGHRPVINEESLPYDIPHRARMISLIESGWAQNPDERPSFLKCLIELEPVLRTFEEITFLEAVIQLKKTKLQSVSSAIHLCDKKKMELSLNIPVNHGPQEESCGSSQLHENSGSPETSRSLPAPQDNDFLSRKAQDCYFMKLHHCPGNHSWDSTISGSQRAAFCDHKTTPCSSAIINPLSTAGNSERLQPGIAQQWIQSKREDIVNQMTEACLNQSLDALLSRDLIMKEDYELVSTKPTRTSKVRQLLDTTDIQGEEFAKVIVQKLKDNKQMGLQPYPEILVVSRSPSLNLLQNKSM
* hit, by the source's call; nt = not tested or not shown. Only part of the results is shown (hit frequency here may not be typical).

SMILES	TROY signal inh	TLR9-MyD88 block	COUP-TFII inh	LMP1 NFkB inh	TRAIL sens C8	NCOA1 inh	SRC3 inh	LRH-1 inv ag	SRC2 inh	Vif imaging	NOD2 RIPK2 PPI
Cc1ccc(C)c(NC(=O)c2cc(S(=O)(=O)N3CCCCC3)ccc2N2CCOCC2)c1	4.6	-3.4	8.9	-0.9	2.2	0.5	-15.1	0.3	8.1	16.9	-1.2
COc1ccccc1CN(Cc1cc2cc(C)ccc2[nH]c1=O)Cc1nnnn1CC1CCCO1 (stereo not drawn)	-14.2	0.4	2.7	6.7	-12.6	5.9	-12.2	-30.4	-12.5	25.5	-3.4
O=C(CCCn1nnc2ccccc2c1=O)N[C@H](C(=O)O)c1ccccc1	-7.1	6.4	-7.1	-0.9	-13.9	-21.6	5.7	-2.7	-1.3	-3.0	-5.8
CC1(C(=O)NS(=O)(=O)c2ccc(Cl)cc2)CCN1C(=O)Cc1cccc2ccccc12 (stereo not drawn)	-4.9	nt	-32.8	nt	-7.9	-6.5	1.0	6.1	-7.0	nt	-6.6
Cc1ccc(S(=O)(=O)N2CCN(C(=O)CCn3cncn3)CC2)cc1C	-31.4	1.1	0.6	-1.4	0.6	11.7	12.0	-9.0	4.0	-13.4	-6.5
NC(=S)N/N=C1\CCOc2ccc(F)cc21	28.8	-0.7	7.8	1.5	-15.9	-19.1	-12.1	25.1	9.5	6.5	-4.0
COc1ccc(OC(=O)c2ccc(OC)c(S(=O)(=O)N3CCOCC3)c2)cc1	-6.5	1.1	10.3	1.9	6.1	11.3	5.5	19.7	4.9	9.2	-3.4
O=C(CCN1CCOCC1)N/N=C/c1cc([N+](=O)[O-])ccc1OC(F)F	-12.6	-0.6	-6.2	-5.1	-12.0	-14.8	8.2	-0.6	11.8	1.5	8.0
CCOC(=O)C1=NN(N=O)C2(CC(=O)N(c3cc(C)cc(C)c3)C2=O)C1 (stereo not drawn)	4.5	-4.7	7.3	4.6	-6.2	-12.4	-8.3	-16.1	0.1	2.0	4.9
O=C(CNC(=O)/C=C/c1ccco1)N=Nc1c(O)[nH]c2ccccc12	2.1	-13.3	1.2	1.0	1.5	-11.7	-8.1	-4.0	-20.7	1.4	5.8
CN(C)c1ccc(CNC(=O)CN(C)S(=O)(=O)c2cccc3cccnc23)cc1	0.3	7.7	-2.3	-1.5	2.4	0.8	-13.4	-2.5	-7.5	1.2	-0.3
O=C(Nc1ccc2nc3n(c(=O)c2c1)CCCCC3)C(=O)N1CCN(c2ccccc2)CC1	9.7	-4.9	-2.3	-13.8	8.2	-13.2	1.8	-44.2	16.9	nt	-0.3
CCOc1ccc(N2C(=O)CC(NCC3CCCO3)C2=O)cc1 (stereo not drawn)	3.1	3.3	8.5	0.9	0.9	2.7	8.9	0.9	9.5	-1.6	-9.2
N#Cc1ccc(CSc2nnc(-c3cccc(S(=O)(=O)N4CCCCC4)c3)o2)cc1	-3.8	-10.8	-11.5	-9.3	14.1	-3.9	5.3	6.9	14.0	-2.7	-13.2
Cc1nn(CC(=O)NCC(C)c2ccccc2)c(=O)c2cccn12 (stereo not drawn)	3.0	-3.4	-7.3	-0.4	-23.7	-5.6	1.7	-2.3	-32.5	19.7	-5.5
CC(O)[C@H]1CNC(=O)C(=O)N1CCc1cccc2ccccc12 (stereo partly drawn)	-5.4	-2.2	4.1	2.4	7.5	-0.3	-5.9	12.4	2.4	-1.6	-9.2
O=C(NNS(=O)(=O)c1ccc(F)cc1)c1ccc([N+](=O)[O-])cc1	-1.4	1.1	nt	9.4	2.5	-4.6	12.5	-16.5	nt	0.7	1.8
CCc1ccccc1NC(=O)c1ccc([N+](=O)[O-])s1	-2.5	2.9	4.5	2.3	7.4	0.2	1.6	34.8	9.0	3.8	7.7
COc1ccc(Br)cc1S(=O)(=O)n1ccnc1C	-1.9	-2.2	-0.8	0.1	13.9	-13.4	0.9	-11.4	24.8	-0.7	1.7
COc1ccc(-c2nc(-n3c(C)c(C(C)=O)c(C(C)=O)c3C)sc2C)cc1	16.9	-3.8	14.3	10.6	-1.5	-2.7	8.0	4.2	0.8	-3.4	-1.0
Cc1c(-c2ccccc2)c(P(=O)(N2CCOCC2)N2CCOCC2)c2ccccn12	-12.3	4.8	-5.3	4.9	2.8	8.1	4.6	14.1	13.4	-4.1	-7.1
O=C(c1cccc(F)c1)N1CCCc2ccccc21	0.0	-4.5	3.8	9.1	-25.6	-4.0	-14.5	6.5	-22.8	2.4	4.0
COc1ccc(C(=O)c2ccc(N(C)C)cc2)c(OC)c1	-7.8	0.5	13.4	-11.3	0.7	-2.7	-25.3	33.0	-9.3	-2.7	-4.3
CCCn1cnc2cc(NC(=O)c3cccs3)ccc21	-42.3	-2.9	-37.5	-17.2	16.6	-154.1	-56.8	-69.5	-31.6	-3.1	-0.5
CN(CC(=O)NCc1ccc(Cl)cc1)S(=O)(=O)c1cccs1	-19.7	-6.1	0.0	-20.0	4.6	12.8	-11.4	-3.4	-31.3	6.0	-15.9
Fc1ccc(-c2ccc(Nc3cccc(F)c3)nn2)cc1	-73.2	3.4	-26.4	-39.2	9.4	-60.5	-64.6	-112.6	-37.3	-7.6	-8.0
CSc1nnc(Cn2c(=O)sc3ccccc32)n1-c1cccc(Cl)c1	-28.9	-3.2	18.1	-35.4	5.8	7.4	16.2	16.1	3.1	nt	2.1
Cc1nc(COC(=O)c2c(C)nn(-c3ccccc3)c2C)cs1	-64.3	-7.2	-39.4	-9.5	8.9	-69.6	-46.0	-98.1	-21.6	nt	-7.9
N#CCCN(C(=O)COc1ccc(F)cc1Br)c1ccccc1F	-20.4	11.8	-0.4	-0.5	-1.2	5.8	2.2	0.4	11.8	23.1	1.6
COc1ccc(C(=O)Nc2nc(C)c(C(C)=O)s2)cc1S(=O)(=O)N1CCOCC1	-1.9	-4.2	3.1	-4.8	4.0	-9.4	1.2	-2.7	-1.9	1.7	5.7
CC(C)c1ccc(C(=O)N2CCCN(C(=O)c3ccc(C(C)C)cc3)CC2)cc1	3.4	-4.9	8.1	4.6	-1.9	9.2	14.9	-8.2	12.6	-3.3	3.8
COC(=O)Cn1cnc2c(nnn2-c2ccc(F)cc2)c1=O	-17.7	-4.8	-19.4	-10.6	2.2	2.7	-11.8	14.4	8.8	-0.8	-12.6
CCOC(=O)C1=CN(C(C)C)CCC1=O	0.2	12.3	-3.7	-2.4	-2.1	11.3	-3.5	3.7	-13.7	13.2	-0.9
Cc1ccc(S(=O)(=O)c2c(C)cc(C)nc2Cl)c(C)c1	0.6	-17.0	-2.2	2.6	-15.3	12.5	14.6	-37.0	-6.2	-2.5	-1.4
CN(C)S(=O)(=O)c1ccc(Cl)c(C(=O)NC2CCN(Cc3ccccc3)C2)c1 (stereo not drawn)	4.5	-3.7	2.5	-3.8	-6.0	7.3	13.0	5.8	-3.4	4.9	-2.1
COCCCNC(=O)c1sc2ncn(CC(=O)Nc3ccc(C)c(Cl)c3)c(=O)c2c1C	-37.3	2.4	6.1	13.8	-15.9	-12.4	13.8	-14.1	7.5	-1.7	-3.4
O=C(CN1CCN(c2ccccc2O)CC1)NC(=O)NC1CCCC1	2.1	9.8	4.6	-17.8	1.1	9.6	14.6	11.2	24.7	0.4	0.0
O=C1NC(=Nc2ccccc2)S/C1=C\c1cccn1-c1ccccc1	14.4	-6.1	-19.4	-31.7	3.0	-57.7	-47.5	-69.4	-38.2	-19.9	-3.6
COC(=O)c1ccc(OCC(=O)NC2CCCCCC2)cc1	-28.0	10.9	-13.8	-2.1	-4.1	0.1	-0.5	-15.6	-33.9	nt	-12.2
CCOC(=O)C1=C(C)C(c2ccccc2OC)NC(=O)N1 (stereo not drawn)	2.5	-7.8	15.0	-10.7	-9.2	9.5	4.4	8.9	-10.7	nt	4.5
CC1(C(=O)NS(=O)(=O)Cc2cccc(Cl)c2)CCN1C(=O)CC1CCCC1 (stereo not drawn)	2.2	nt	-1.4	nt	-10.6	11.5	-8.6	3.8	9.2	4.3	-6.5
O=c1c2ccccc2c(-c2ccccc2)nn1-c1ccc(Cl)c(Cl)c1	-1.6	-3.3	-7.9	3.9	12.9	2.6	9.1	10.3	-13.8	1.8	2.3
COc1cc(CNc2ncn[nH]2)ccc1OCc1ccccc1C	-52.3	-17.8	-19.4	-22.1	-14.4	-41.6	-21.9	-36.6	-24.2	-4.0	6.8
CC(=O)O[C@H]1C[C@@H]2CC[C@@H]3[C@H](CC[C@@]4(C)[C@H]3C[C@H]([N+]3(C)CCCCC3)[C@@H]4OC(C)=O)[C@@]2(C)C[C@@H]1[N+]1(C)CCCCC1	-2.8	-1.5	-18.9	2.2	-11.2	-17.2	0.5	9.0	8.6	-5.6	-14.5
C[C@H](CO)N1C[C@H](C)[C@@H](CN(C)C(=O)Nc2ccc(C(F)(F)F)cc2)Oc2ccc(NC(=O)Nc3ccc(C(F)(F)F)cc3)cc2C1=O	9.6	0.2	13.6	-7.4	26.0	-2.5	1.4	-0.6	7.2	4.3	-0.3
O=C(O)CSc1nc(-c2ccccc2)nc2c1oc1ccccc12	-23.3	-8.0	-5.9	-12.0	-15.9	7.0	3.8	4.1	6.8	nt	-8.6
COc1cc(OC)c(NC(=O)c2ccco2)cc1Cl	-19.9	4.3	4.3	3.6	-4.8	11.6	-1.3	-18.9	20.4	2.0	-2.9
COc1ccc(NC(=O)c2cc(-c3ccncc3)nc3ccccc23)c(OC)c1	-15.9	2.1	-5.3	-10.6	4.5	6.3	-12.9	3.8	-14.0	3.2	-14.6
CCCCn1c(N)c(N(CC(C)C)C(=O)c2cc(-c3ccc(OC)c(OC)c3)nc3ccccc23)c(=O)[nH]c1=O	-8.4	4.7	-1.8	-0.7	-41.2	11.0	9.1	11.0	-10.7	-1.2	-2.4
O=C1Nc2ccccc2/C1=N/c1sc2c(c1C(=O)NCCc1ccccc1)CCCC2	3.3	0.0	-18.9	-12.9	-8.6	-119.3	-36.3	-40.4	-23.5	-2.7	0.4
CN(CC(=O)Nc1cccc(F)c1)C(=O)CNC(=O)Cc1cccc2ccccc12	-17.4	-0.7	-3.9	-2.4	11.3	-12.3	13.9	6.9	-14.4	-2.7	-2.5
O=c1[nH]c2ccccc2c2oc(CCl)nc12	2.8	1.9	-4.0	-6.9	2.0	-41.1	9.1	16.9	27.5	-4.6	-3.8
CCC(CC)C(=O)N(C)c1c(C)nc2c(OCc3cccc(Cl)c3)cccn12	7.7	nt	5.5	nt	-18.2	-5.4	-21.3	-11.8	20.0	1.0	9.8
Cc1cccc(NCc2ccc([N+](=O)[O-])s2)c1	34.6	0.3	-17.3	-15.1	-7.2	1.7	-11.1	38.2	24.6	-2.7	4.6
Nc1c(Cl)c(Cl)nc(C(=O)OCC(=O)NCc2ccccc2)c1Cl	5.3	-4.5	4.6	5.5	-12.1	-9.8	32.2	18.4	-24.8	-0.8	-4.4
